Bioassay records deposited in PubChem by several laboratories.
MEKK2mut PB1 HTS – signal of MEK5 binding to mutant human MEKK2 PB1 domain; bead flow cytometry, Alexa488-MEK5 binding to MEKK2 mutant; percent response, % at 10 µM; hit rate 0.35% among 290,000; in the data active = percent response above about 24%, passing the limit was not always enough; note: inactives centre near 1; some results filed as inactive read as strong as hits
CRFBP-R2 block – antagonists of CRF-binding protein/CRF-R2 receptor complex | HEK293 CRF-R2/CRF-BP, CRF-induced calcium fluorescence | inhibition, % at 11.8 µM | hit rate 0.59% among 350,000 | AID 588475;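 active = inhibition of the ligand-induced calcium signal above about 50% at the single tested concentration, limit read from the data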
MEKK2wt PB1 HTS – raises or lowers MEK5 binding to wildtype human MEKK2 PB1 domain | Q9Y2U5 | bead flow cytometry, Alexa488-MEK5 binding to MEKK2 WT; actives lie on both sides | binding response (% of control), % at 10 µM | hit rate 1.1% among 290,000 | AID 1531; in the data active = binding response below about 67% or above about 130%
FID counter – counter-screen for HCV NS3 helicase inhibitors: DNA intercalator displacement | DNA fluorescent intercalator displacement, fluorescence | inhibition, % at 7.9 µM | hit rate 0.17% among 290,000 | AID 1845; in the data active = inhibition above about 37%;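 note: 0% = vehicle and 100% = reference compound; higher means more ethidium bromide displaced from hairpin DNA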
CRFBP-R2 agonist – CRF-BP/CRF-R2 complex agonism; HEK293 CRF-R2/CRF-BP, calcium dye fluorescence (FLIPR); percent of saturating CRF peptide response; activation, % at 13.2 µM; hit rate 0.46% among 350,000;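 active = activation of at least 50%, plus an integration ratio under a set limit after plate pattern correction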;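 note: plate controls were neutral control wells without compound for no effect and CRF at EC100 for full effect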
NS3 helicase inh – blocks Hepatitis C virus NS3 helicase unwinding | inhibition, % at 10.9 µM | hit rate 0.56% among 290,000 | NS3 helicase DNA unwinding, Cy5 molecular beacon fluorescence;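 active = inhibition above the mean of all tested compounds plus 3 SD, set per campaign, cut at about 35% in these data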;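 note: 0% = DMSO wells and 100% = thioflavine S control wells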
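System: Hepatitis C virus NS3 helicase domain fragment enzyme | Reagent: Annealed dual-labelled DNA beacon duplex, ATP-started | Compound dosing: 10.9 µM single point, 0.8% DMSO | Incubation: 1 h reaction at 25 °C, ATP-initiated | Technique: Cy5 fluorescence | Evaluation: Percent inhibition from t60/t0 fluorescence ratio | Benchmarks: Low DMSO, high thioflavine S at 110 µM | Replication: Singlicate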
MEKK3 PB1 HTS – MEKK3-MEK5 PB1 interaction, increase or decrease; hit rate 1.4% among 290,000; bead-based flow cytometry, Alexa488-MEK5 binding to MEKK3; actives lie on both sides; 0 = blocked by unlabeled MEK5, 100 = vehicle; Q99759; AID 1529; binding response (% of control), % at 10 µM;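 active = binding response more than 3 SD above or below the average of its plate-row segment, actives on both sides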;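 note: Alexa488 bead fluorescence after subtracting the streptavidin-only scavenger bead signal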
Target sequence (Q99759 whole entry, looked up): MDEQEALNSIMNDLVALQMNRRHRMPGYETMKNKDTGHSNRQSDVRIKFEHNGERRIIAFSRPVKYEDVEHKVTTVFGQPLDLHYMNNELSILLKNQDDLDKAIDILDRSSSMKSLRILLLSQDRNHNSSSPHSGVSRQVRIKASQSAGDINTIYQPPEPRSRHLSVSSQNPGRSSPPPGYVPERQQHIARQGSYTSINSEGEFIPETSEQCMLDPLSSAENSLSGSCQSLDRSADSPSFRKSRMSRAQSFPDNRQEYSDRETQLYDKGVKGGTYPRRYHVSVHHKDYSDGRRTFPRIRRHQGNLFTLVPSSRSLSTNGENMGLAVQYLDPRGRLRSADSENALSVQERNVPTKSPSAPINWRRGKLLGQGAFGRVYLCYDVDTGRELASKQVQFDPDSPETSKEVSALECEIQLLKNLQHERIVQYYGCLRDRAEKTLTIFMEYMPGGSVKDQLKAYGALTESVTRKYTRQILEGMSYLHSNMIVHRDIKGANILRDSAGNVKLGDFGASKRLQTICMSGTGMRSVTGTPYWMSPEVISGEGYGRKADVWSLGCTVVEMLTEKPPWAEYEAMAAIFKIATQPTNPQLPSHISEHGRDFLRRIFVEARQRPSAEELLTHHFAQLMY
UBC9 SUMO inh – SUMOylation inhibition. HTRF SUMOylation assay, SAE1/SAE2 + UBC9, in vitro. inhibition, % at 35 µM. hit rate 0.36% among 290,000; in the data active = inhibition above about 50%, passing the limit was not always enough; note: strong numbers were not always called active
Target sequence (P63279 whole entry, looked up): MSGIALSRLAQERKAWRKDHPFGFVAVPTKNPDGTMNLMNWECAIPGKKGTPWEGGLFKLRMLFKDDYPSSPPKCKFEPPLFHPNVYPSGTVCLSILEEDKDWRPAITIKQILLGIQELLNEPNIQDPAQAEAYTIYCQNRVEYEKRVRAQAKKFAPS
GalR3 antagonist – antagonists of human GalR3; O60755; HEK293 GalR3-CNG cAMP membrane potential fluorescence; galR3 body fused to GalR1 C-terminus; inhibition, % at 3 µM; hit rate 0.44% among 360,000; AID 651719;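 active = inhibition above the screen-wide average plus 3 SD, cut at about 13% in these data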;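 note: forskolin and galanin both at EC90 stimulate the cells; cAMP rise reported by CNG channel membrane potential dye signal; 0% = forskolin plus galanin with DMSO and 100% = forskolin alone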
Target sequence (O60755 1-299 limits assumed): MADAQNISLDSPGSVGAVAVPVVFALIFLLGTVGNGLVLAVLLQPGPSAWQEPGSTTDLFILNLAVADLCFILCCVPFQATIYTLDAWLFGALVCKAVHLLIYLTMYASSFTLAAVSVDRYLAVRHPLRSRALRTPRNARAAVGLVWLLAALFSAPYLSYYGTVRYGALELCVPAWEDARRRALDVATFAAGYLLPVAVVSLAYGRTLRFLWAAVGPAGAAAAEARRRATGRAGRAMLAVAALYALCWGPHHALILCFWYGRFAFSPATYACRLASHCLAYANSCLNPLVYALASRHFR
* hit, by the source's call; . = no result given. A portion of the library; rates above refer to the full screens.

Sequence of screens: MEKK2mut PB1 HTS, CRFBP-R2 block, MEKK2wt PB1 HTS, FID counter, CRFBP-R2 agonist, NS3 helicase inh, MEKK3 PB1 HTS, UBC9 SUMO inh, GalR3 antagonist
> CCOc1ccc(OCC)c(NC(=O)CCn2c(=O)oc3ccccc32)c1
→ 4, 16, 98, -17, -0.4, 4, 103, 4, -3
> CCOC(=O)c1nn(-c2ccc3c(c2)OCO3)cc1O
→ -2, -4, 103, -3, -0.3, 12, 99, ., 1
> O=C(COC(=O)C1(c2ccc(Cl)cc2)CCCC1)NC1CCS(=O)(=O)C1 (stereo unspecified)
→ 8, 17, 103, -15, -1.5, -3, 103, 21, -7
> O=C(C1=C(O)C(=O)N(CCCN2CCOCC2)C1c1ccncc1)c1cc2ccccc2o1 (stereo unspecified)
→ -1, ., 99, -3, ., -3, 102, 12, .
> CCc1ccccc1NC(=O)COC(=O)C1CC(=O)N(c2ccc(F)cc2)C1 (stereo unspecified)
→ 0, -8, 99, -5, 1.4, 1, 99, -4, -4
> COc1ccc(OC)c(S(=O)(=O)N2CCC(C(=O)NC3CC3)CC2)c1
→ -4, 26, 94, -4, -1.3, 14, 98, 6, -9
> CC1CCC(=O)N(CCOc2ccccc2)CC1 (stereo unspecified)
→ -1, 3, 100, -8, -1.2, 5, 103, 11, 1
> O=C(COc1ccc(Br)cc1F)NC1CCN(Cc2ccccc2)CC1
→ ., -4, ., 8, -0.4, 1, ., 12, -4
> CCn1nc(CC(=O)Nc2ccc(-n3cnnn3)c(OC)c2)c2ccccc2c1=O
→ 5, -8, 105, -2, -0.8, -3, 101, -12, 17*
> OCCC1CN(Cc2cccc(-n3cccn3)c2)CCN1Cc1ccccc1 (stereo unspecified)
→ 2, -23, 112, 9, 5.0, -4, 107, 21, 3
> C=CCOc1ccc(/C(O)=C2/C(=O)C(=O)N(CCCN3CCOCC3)C2c2ccc(OC)cc2)cc1 (stereo unspecified)
→ 2, -3, 99, -21, 1.3, -1, 97, 13, -2
> Cc1ccc(S(=O)(=O)n2c3ccc(F)cc3c3nc(C)sc32)cc1
→ 1, ., 102, -3, ., -1, 101, -32, .
> CCCCN(C)C(=O)C1CCN(Cc2ccc(OCc3ccccc3)cc2)CC1
→ 12, -12, 98, 17, -0.9, -23, 89, 8, -5
> COc1cc(/C=C/c2cc(C(=O)O)c3ccccc3n2)cc(OC)c1O
→ 12, 2, 107, -17, -0.6, -3, 107, 10, -6
> COc1ccc(-c2cc3c(=O)n(CC(=O)NCc4ccc(F)cc4)ncn3n2)cc1
→ -6, -10, 89, -5, 6.5, -20, 95, 12, .

(continued)
Sequence of screens: MEKK2mut PB1 HTS, CRFBP-R2 block, MEKK2wt PB1 HTS, FID counter, CRFBP-R2 agonist, NS3 helicase inh, MEKK3 PB1 HTS, UBC9 SUMO inh, GalR3 antagonist
> CCOc1ccc(CCNC(=O)CS(=O)(=O)Cc2nc(-c3ccccc3F)oc2C)cc1
→ 1, 3, 105, -53, 2.4, -7, 103, 18, -10
> O=C1NC[C@H](Cc2ccccc2)N(CC2CCCCC2)C1=O
→ 1, -3, 96, ., -1.2, ., 97, 11, -1
> CCC1=C(OC(=O)N(CC)CC)N2C(=O)OC(=NCCOC)[C@]2(Cc2ccccc2)[C@H]2C1=CC[C@H]1C(=O)N(C)C(=O)[C@H]12
→ 5, 5, 86, ., -2.5, ., 90, -5, -5
> O=C(CSc1nnc(CNC(=O)c2ccc(F)cc2)o1)NCCc1ccccc1
→ -3, 25, 99, -10, -1.0, 0, 100, 17, -5
> O=C(NNC(=O)c1ccccc1O)c1cccc(Br)c1
→ 5, -1, 115, -2, 0.2, -1, 112, 12, -9
> COc1ccccc1NC(=O)Cn1cc(C(=O)C(=O)N2CCOCC2)c2ccccc21
→ -3, -14, 100, -28, 2.5, -5, 103, -5, 0
> CCc1sc(C(=O)Nc2ncccc2C)cc1C
→ 2, -10, 97, -8, 1.4, -1, 103, 8, -6
> CCC1CCCCN1C(=O)c1cc2c(=O)n3cccc(C)c3nc2s1 (stereo unspecified)
→ -4, 12, 99, -22, 0.3, 2, 100, 7, .
> COc1ccc(NC(=O)CNC(=O)Cc2ccccc2)cc1
→ 3, 3, 105, -3, -0.6, -2, 99, 4, -6
> CC(c1ccccc1F)n1cc(C(=O)NCCCc2nc3ccccc3[nH]2)nn1 (stereo unspecified)
→ -4, 38, 97, -2, 1.4, 3, 101, 9, 2
> Cc1ccc(NC(=O)CCc2c[nH]c3ccccc23)nc1
→ 3, 11, 104, -13, -1.4, -4, 104, -23, 0
> Fc1ccc(C(c2nnnn2Cc2ccccc2)N2CCSCC2)cc1 (stereo unspecified)
→ -6, 4, 91, -3, 1.5, -2, 93, -5, -3
> CCCN1CCN(C(=O)c2ccc3nc(CC)c(CC)nc3c2)CC1
→ -1, -3, 96, -13, 0.7, 8, 97, 13, -10
> CSC1=NC2(CCCCC2)CC12C=CC(=O)C=C2
→ 8, 19, 108, -1, 0.5, -5, 105, 4, 0
> O=C(N/N=C/c1cc(Br)ccc1O)C(c1ccncc1)N1CCOCC1 (stereo unspecified)
→ -2, 8, 100, -7, -0.9, -8, 95, 6, -4

More structures
Sequence of screens: MEKK2mut PB1 HTS, CRFBP-R2 block, MEKK2wt PB1 HTS, FID counter, CRFBP-R2 agonist, NS3 helicase inh, MEKK3 PB1 HTS, UBC9 SUMO inh, GalR3 antagonist
> CCCc1ccc2oc(C(=O)NCCCN3CCOCC3)c(C)c2c1
→ 9, -8, 110, 10, 1.0, -16, 99, 8, 1
> COc1ccc(N2C(=O)C(CN3CCN(C)CC3)C2c2ccccc2)cc1 (stereo unspecified)
→ 7, -3, 105, 6, 1.6, -13, 103, 25, -2
> OCCNc1ncnc2c1c(-c1ccccc1)c(-c1ccccc1)n2Cc1ccco1
→ 1, -31, 103, -33, -0.6, -12, 101, -11, -4
> CC1CN(CC(=O)NCc2ccccc2)CC(C)O1 (stereo unspecified)
→ 2, 10, 105, -4, -0.1, -1, 106, 4, -7
> COc1ccc(C2c3cc(OC)c(OC)cc3CCN2C(=O)c2ccccc2)cc1OC (stereo unspecified)
→ 3, 42, 103, -46, -3.8, -6, 99, 16, -2
> CC(C)(C)CN1CCNC(=O)C1CC(=O)N1CCC(C(=O)N2CCOCC2)CC1 (stereo unspecified)
→ 0, -13, 99, -17, 2.4, 2, 99, 0, 5
> C/C(Cc1ccccc1)=N\NC(=O)CNC(=O)c1ccccc1F
→ -3, 5, 99, -6, 0.8, 5, 102, -3, 9
> O=C(CN1C(=O)/C(=C\c2ccccc2Cl)Oc2ccccc21)NCc1cccnc1
→ -2, 6, 102, -9, -1.5, 11, 102, -25, -1
> O=C(COC(=O)c1ccc2ccccc2c1O)NCC(F)(F)F
→ 7, -1, 99, 2, 0.5, 0, 99, 10, -3
> COc1ccc(C2=NC(C)(C)Cc3cc(OC)c(OC)cc32)cc1
→ 1, 4, 96, 1, -1.1, 12, 92, 4, 1
> O=C(NCCc1ccccn1)c1ccc(S(=O)(=O)N2CCCCCC2)cc1
→ -3, -4, 97, -20, 1.0, -9, 96, -9, -4
> Cc1cc(C)n2nc(SCc3ccccc3C(=O)O)nc2n1
→ 3, -1, 102, -6, 3.5, 7, 106, -5, -5
> CCN(C(=O)Cc1c(C(=O)O)[nH]c2ccccc12)c1cc(OC)ccc1OC
→ -5, -20, 93, -38, -0.6, 18, 96, -4, -1
> CCOc1ccc(-c2nnn(CC(=O)NCc3ccccc3)n2)cc1
→ 1, -1, 107, -4, -0.9, -3, 107, -4, 9
> CCOc1ccc(N)cc1OC
→ -2, 33, 92, 1, -0.2, -5, 91, 19, 0

Some of these compounds in order of heavy-atom count, rising.
Sequence of screens: MEKK2mut PB1 HTS, CRFBP-R2 block, MEKK2wt PB1 HTS, FID counter, CRFBP-R2 agonist, NS3 helicase inh, MEKK3 PB1 HTS, UBC9 SUMO inh, GalR3 antagonist
> CCCc1ccc2oc(C(=O)NCCCN3CCOCC3)c(C)c2c1
→ 9, -8, 110, 10, 1.0, -16, 99, 8, 1
> O=C(NCCc1ccccn1)c1ccc(S(=O)(=O)N2CCCCCC2)cc1
→ -3, -4, 97, -20, 1.0, -9, 96, -9, -4
> CC(C)(C)CN1CCNC(=O)C1CC(=O)N1CCC(C(=O)N2CCOCC2)CC1 (stereo unspecified)
→ 0, -13, 99, -17, 2.4, 2, 99, 0, 5

Further results follow.
Sequence of screens: MEKK2mut PB1 HTS, CRFBP-R2 block, MEKK2wt PB1 HTS, FID counter, CRFBP-R2 agonist, NS3 helicase inh, MEKK3 PB1 HTS, UBC9 SUMO inh, GalR3 antagonist
> O=C1c2ccccc2C(=O)N1Cc1cccnc1
→ -2, -16, 96, 0, 6.4, 4, 100, -1, 4
> Cc1nn(C)c(Cl)c1C(=O)NCC(=O)NCc1ccccc1
→ -7, 10, 93, 2, -0.9, -2, 96, -11, -5
> COc1cccc(N2CCN(c3ccc4nnc(CCC(=O)Nc5ccc(C)cn5)n4n3)CC2)c1
→ 2, -16, 99, -32, 36, -38, 102, 4, .
> Cc1ccc(N(C(=O)CNC(=O)c2ccco2)C(C(=O)NC2CCCCC2)c2cccnc2)c(C)c1 (stereo unspecified)
→ 4, 0, 101, -19, 0.8, 2, 102, 20, -6
> CCn1ncc([N+](=O)[O-])c1C(=O)Nc1c(C)cccc1C
→ 1, 5, 104, -3, 0.5, 2, 99, 3, -9
> N#C/C(=C\c1ccccc1)C(=O)N1CCN(c2ccccc2F)CC1
→ 3, -39, 107, -24, -0.6, -3, 101, -1, -3
> N#CCCN1CCN(Cc2ccccc2)CCC1=O
→ 2, 5, 105, -3, -1.2, 4, 101, 0, -7
> CCCN(c1ccccc1F)S(=O)(=O)c1c[nH]c(C(=O)OC)c1
→ 1, 13, 99, -21, -3.1, -5, 100, 3, -3
> C=C(C)Cn1c(C2CC(=O)N(c3ccccc3F)C2)nc2ccccc21 (stereo unspecified)
→ 2, -16, 102, -38, -0.4, 4, 115, 20, .
> O=C(O)CSCc1ccc(C(=O)O)o1
→ 5, 4, 103, 3, 0.1, -11, 101, -4, -4
> Cc1ccc(S(=O)(=O)N(C)c2ccccc2C(=O)Nc2c(F)cccc2F)cc1
→ 4, -2, 109, -27, -0.9, 1, 106, 2, -10
> Cc1cccc(OCc2nnc(SCC(=O)N3c4ccccc4CC3C)n2C)c1C (stereo unspecified)
→ 4, -20, 103, -32, 2.9, -6, 109, -8, -2
> COc1cc(SC)ccc1C(=O)Nc1ccon1
→ 4, 4, 107, -1, -2.0, -1, 112, 6, -2
> Nc1nnc(N2CCCCCC2)s1
→ 11, 20, 97, 1, -0.7, -6, 98, 2, -5
> Cc1nc(Nc2nc(CSc3nc4ccccc4[nH]3)cc(=O)[nH]2)nc2ccccc12
→ -1, -3, 96, -22, 2.0, 25, 92, 4, 1
> O=C(Nc1ccc(F)cc1)C(c1ccccc1)N1CCN(S(=O)(=O)c2ccccc2)CC1 (stereo unspecified)
→ 0, -13, 104, -18, 0.2, -8, 121, -6, -1
> COc1ccccc1N1CCN(C(=O)c2cc(-c3cccs3)on2)CC1
→ 5, -18, 102, -20, 0.1, -6, 103, 2, -5
> COCCNC(=S)N(CCc1c(C)[nH]c2ccc(F)cc12)Cc1ccc(C)cc1
→ -1, -10, 110, -16, 0.7, -20, 107, -26, -10
